Screens deposited in PubChem by several laboratories.
P. falciparum M17LAP: P. falciparum M17LAP inhibitors, primary screen, biochemical, fluorogenic H-Leu-NHMec substrate, 1536-well (AID 1619). hit rate 0.38% among 220,000. recombinant M17LAP, H-Leu-NHMec fluorogenic kinetic assay; higher % means a stronger effect. one-dose inhibition, % at 30 µM; IC50 in µM for titrated hits;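 active means compound inhibiting the enzyme by more than half at any dose during confirmatory dose-response retesting; inconclusive means strong single-dose inhibitors picked by rank but not retested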;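 further: plate controls were full reaction with DMSO carrier for no effect and no enzyme background for full effect; strong numbers were not always called active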
KOR beta-arrestin-1: KOR antagonists, beta-arrestin recruitment, cell-based, luminescence, uHTS (AID 1778). KOR beta-arrestin recruitment, luminescence, antagonist mode; higher % means a stronger effect. inhibition, % at 10 µM; hits with a dose series show IC50 in µM. hit rate 0.091% among 290,000; further: strong numbers were not always called active
NOD2 inhibition: NOD2 signaling inhibitors, cell-based, luminescence, uHTS, HEK293 (AID 1566); HEK293 NOD2/NF-kB luciferase reporter, luminescence; higher % means a stronger effect; one-dose inhibition, % at 4 µM; EC50 in µM for titrated hits; hit rate 0.63% among 290,000; further: many of its hits are not listed in these tables
KOR beta-arrestin-2: kappa opioid receptor activators – cell-based, luminescence, uHTS, primary screen (AID 1777); KOR beta-arrestin recruitment, luminescence; higher % means a stronger effect; one-dose activation, % at 10 µM; EC50 in µM for titrated hits; hit rate 0.02% among 280,000; in the data active means activation above about 50%, passing the limit was not always enough; further: a part of the inactive calls stands beside numbers as strong as those of hits
AID2073: inhibitors of Mint1-CaV2.2 protein interaction, biochemical, HTRF (AID 2073) | HTRF protein-protein interaction, Mint1-CaV2.2; higher % means a stronger effect | one-dose inhibition, % at 20 µM; IC50 in µM for titrated hits | hit rate 0.19% among 290,000; in the data active means inhibition mostly above about 51%, no sharp cut-off; inconclusive means no clear call, values can overlap the other calls; inactive means mostly below about 53%; further: some results filed as inactive read as strong as hits
P. falciparum M1AAP: malaria alanyl aminopeptidase activity blockers – biochemical, fluorogenic H-Leu-NHMec substrate, 1536-well (AID 1445). recombinant M1AAP, H-Leu-NHMec fluorogenic kinetic assay; higher % means a stronger effect. inhibition, % at 30 µM; hits with a dose series show IC50 in µM. hit rate 0.42% among 220,000;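 active means primary inhibition above the hit cutoff, then over 50% inhibition at one or more dose response concentrations, cut at about 23% in these data, passing the limit was not always enough; inconclusive means conflicting primary data, or primary hits not chosen for dose response; inactive means low primary inhibition, or under 50% at every dose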;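 further: plate controls were DMSO full reaction for no effect and no enzyme background for full effect; strong numbers were not always called active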
Dynein cargo inh: dynein cargo transport inhibition; 3617.4 mouse cells, GR-EGFP nuclear translocation imaging; test concentration mostly 20 µM; stimulated with dexamethasone, 1 µM; stronger effect = lower value; z-score, hits read low; hit rate 0.47% among 220,000;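 active means plate z-score of nuclear minus cytoplasmic receptor signal below a set negative limit, without overly bright fluorescence or cell loss, cut at about -3.5 in these data, passing the limit was not always enough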;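 further: z-score of nuclear minus cytoplasmic ring GR-EGFP intensity difference per well; some compounds called inactive have numbers as strong as hits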
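medium = tetracycline-free induction medium containing charcoal-stripped FBS | also added = 1.0 µM final dexamethasone stimulus | schedule = 48 h induction, 1 h compound, 30 min dex at 37 °C | technique = fixed, Hoechst-stained cells imaged at 10x for EGFP | measure = GR-EGFP nuclear translocation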
GPR55 beta-arrestin: selective activators of receptor GPR55 – imaging, U2OS cells, beta-arrestin-GFP redistribution, primary screen (AID 1961) | hit rate 0.048% among 290,000 | activation, % at 10 µM; hits with a dose series show EC50 in µM | U2OS GPR55 beta-arrestin-GFP redistribution imaging; higher % means a stronger effect;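 active means activation above 40% with more than 50 cells counted in the well; inconclusive means wells holding fewer than 50 cells, flagged as toxic or sparse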;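 further: U2OS osteosarcoma cells stably expressing GPR55 and beta-arrestin-GFP; plate controls were DMSO negative control for no effect and LPI positive control for full effect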
NOD1 inhibition: inhibition of NOD1-driven NF-kB reporter – cell-based, luminescence, uHTS, primary screen (AID 1578); hit rate 1% among 290,000; one-dose inhibition, % at 4 µM; EC50 in µM for titrated hits; NOD1-driven NF-kB luciferase reporter cells, luminescence; higher % means a stronger effect; in the data active means inhibition mostly above about 36%, no sharp cut-off; inactive means mostly below about 34%;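 further: HEK-293T reporter cells stimulated with the NOD1 agonist gamma-tri-DAP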
Dynein cargo inh cytoplasmic EGFP: recorded beside Dynein cargo inh, whose call it bears; z-score; measured here: cytoplasmic GR-EGFP intensity; stronger effect = higher value
Dynein cargo inh nuclear GR-EGFP: also measured in Dynein cargo inh; calls as there; z-score; measured here: nuclear GR-EGFP intensity;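 lower value marks the stronger effect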
Dynein cargo inh cell count: also measured in Dynein cargo inh; calls as there; z-score; measured here: cell count per field
* marks the source's active call; other numbers are inactive results; ? = inconclusive; / = no result given; [ ] = another dose, or the depositor's remark. Unless noted, no stated cut-off is given here; in the data, active means inhibition above about 50%; inactive means the rest. An excerpt, so the mix of outcomes need not match the whole.

SMILES | P. falciparum M17LAP | KOR beta-arrestin-1 | NOD2 inhibition | KOR beta-arrestin-2 | AID2073 | P. falciparum M1AAP | Dynein cargo inh | Dynein cargo inh cytoplasmic EGFP | Dynein cargo inh nuclear GR-EGFP | Dynein cargo inh cell count | GPR55 beta-arrestin | NOD1 inhibition
CC(=O)Nc1ccc(OC(=O)CC2SC(=O)NC2=O)cc1 (stereo not drawn) | -1% | 1% | -5% | 5.4% | ? | 0% | -0.35 | -0.018 | 0.23 | -1.2 | -0.2% | -24%
COCCNc1ccc(N2C(=O)C3CCCCC3C2=O)cc1[N+](=O)[O-] (stereo not drawn) | 7% | 6% | 16% | -5.3% | 16% | 12% | -0.32 | -0.28 | -0.06 | 0.47 | -0.4% | -16%
O=C(c1ccccc1Br)N1CCn2c1nc1ccccc12 | 3% | / | -16% | / | 7% | 5% | 0.12 | -0.26 | 0.45 | 0.055 | 0.1% | -27%
O=S(=O)(Nc1cccc(-n2cnnn2)c1)c1ccccc1 | / | 27% | 12% | -1.7% | 11% | / | / | / | / | / | -0.2% | -25%
O=C(CSc1nnc(SCc2ccc(Cl)cc2)s1)N/N=C/c1ccc(C(=O)O)cc1 | 7% | -4% | -36% | 1.9% | 1% | 10% | -0.4 | -0.2 | 0.16 | 0.25 | -0.1% | -1%
O=C(NCc1ccccn1)C12CC3CC(CC(C3)C1)C2 | / | 4%[20 µM] | 6% | -4.5% | -13% | / | 0.78 | -0.31 | 0.98 | -0.44 | 1.0% | -18%
COc1ccc(CCNC(=O)CN(c2cccc([N+](=O)[O-])c2)S(C)(=O)=O)cc1 | 7% | 7%[20 µM] | 4% | -6.0% | ? | 13% | -0.78 | -0.14 | -0.43 | -0.048 | -0.1% | -25%
Cc1[nH]c(=O)[nH]c(=O)c1CSc1nnc([C@@H](NC(=O)OC(C)(C)C)C(C)C)o1 | 14% | 6% | 1% | -2.1% | -6% | -3% | -0.13 | -0.2 | -0.26 | 0.4 | 0.3% | 0%
COc1cccc(/C=N/NC(=O)CCC(=O)Nc2ccc(Br)cc2)c1 | / | 14% | 22% | -1.2% | 9% | / | / | / | / | / | 0.3% | -25%
Cc1nn(C(C)C(=O)NC2CCC(C)CC2)c(=O)c2nn(-c3ccccc3)c(C)c12 (stereo not drawn) | / | 8% | 5% | -1.4% | 3% | / | / | / | / | / | 0.7% | -8%
CCCOC(=O)CSc1nnc(-c2ccc(Cl)cc2Cl)o1 | -12% | -14% | 16% | -3.5% | 8% | 4% | 0.16 | 0.065 | 0.3 | -0.87 | 0.3% | 11%
COc1ccc(Br)cc1CNC(=O)C1CCN(S(=O)(=O)N2CCC(C)CC2)CC1 | 5% | 33% | 16% | -1.6% | -12% | -1% | -0.55 | -0.16 | 0.58 | 0.13 | 0.5% | 5%
CCOC(=O)Cn1c(C)c(C#N)c2ccccc21 | 5% | 27% | 15% | 0.3% | 18% | -2% | -0.38 | -0.14 | -0.33 | 0.58 | 0.3% | -15%
CCC(C)[C@H](NC(=O)NCC1CCCO1)C(=O)OC (stereo partly drawn) | -5% | -2% | -4% | -1.7% | 5% | 0% | 2.7 | -0.07 | 1.5 | -2 | 0.3% | -42%
O=C(COC(=O)c1cccc(C(F)(F)F)c1)NCc1ccc(Cl)cc1 | -3% | -6% | 13% | 5.8% | 2% | 0% | -0.3 | -0.27 | -0.53 | 0.83 | -0.3% | -22%
CN(C(=O)CCn1c(=S)oc2ccccc21)C1CCCCC1 | 2% | 16% | 6% | 1.2% | 6% | -6% | 0.13 | -0.14 | 0.6 | 0.45 | 0.7% | -12%
Cc1ccc(C)c(NS(=O)(=O)c2ccc(OCC(=O)NCc3ccccn3)cc2)c1 | 1% | 8%[20 µM] | -9% | -6.0% | 1% | 6% | -1.1 | -0.32 | -0.14 | 0.5 | -0.1% | -26%
COc1cccc(-c2csc(NC(=O)C3CC3)n2)c1 | -1% | 41% | -39% | -1.8% | -1% | 4% | 0.063 | -0.11 | 0.3 | -0.76 | -0.1% | -66%
CC(=O)c1cccc(N(C(=O)Cn2nnc3ccccc32)C(C(=O)NCC2CCCO2)c2ccc(N3CCOCC3)cc2)c1 (stereo not drawn) | -4% | 2%[20 µM] | 19% | / | 8% | 12% | -0.11 | -0.3 | 0.11 | -0.42 | 0.6% | -23%
CCOc1ccccc1/C=N/NC(=O)c1nnn(-c2nonc2N)c1CN1CCCC1 | / | -5% | 17% | 7.0% | 15% | / | / | / | / | / | 0.3% | 19%
Cc1ccc(C2=CSC3=NNC4(CCCCC4)NN23)cc1 | -9% | 13% | -81% | -2.4% | 9% | 9% | 0.36 | -0.15 | -0.056 | 0.23 | 0.2% | -56%
O=C(C[n+]1ccc(-c2ccccc2)cc1)Nc1ccc([N+](=O)[O-])cc1 | / | 16% | 4% | -2.1% | 10% | / | / | / | / | / | -0.1% | -12%
CC(C)OCCCNC(=O)c1cccs1 | 8% | 6% | 1% | 0.2% | 12% | 2% | -1.6 | -0.17 | -0.47 | 0.7 | 0.2% | -18%
CNC(=O)C1CCN(S(=O)(=O)c2c(C)noc2/C=C/c2ccccc2F)CC1 | / | 6%[20 µM] | -18% | 1.6% | 11% | / | / | / | / | / | -0.2% | -8%
N#C/C(=C\c1ccc(OCc2ccc(F)cc2)cc1)C(=O)Nc1cccc(C(=O)O)c1 | -10% | -6% | -30% | -4.6% | 11% | 12% | 0.4 | -0.21 | 0.88 | -0.58 | 2.8% | -3%
Cc1ccc2c(c1)-c1nc3ccccc3cc1C2=NC1CCCCC1 | -1% | 6% | -83% | 9.0% | 18% | 1% | -0.39 | -0.22 | -0.48 | 0.3 | 0.2% | -24%
O=C(CN1CCc2cc3c(cc2C1)OCCCO3)Nc1ccc(S(=O)(=O)N2CCCC2)cc1 | / | -2% | 7% | -4.7% | -1% | / | / | / | / | / | -0.2% | -6%
O=C(Nc1ccc(N2CCN(C(=O)C3CC3)CC2)cc1)c1cccs1 | 0% | -27% | 10% | 2.8% | -4% | 4% | -0.4 | -0.3 | -0.21 | 0.8 | 0.2% | -20%
COCCn1c(CCC(=O)O)nc2c1c(=O)[nH]c(=O)n2CC(C)C | 1% | -45% | -12% | 2.3% | 32% | -5% | -0.6 | -0.22 | -0.24 | 1 | -0.3% | -11%
CCn1c(SCc2cc(=O)n3ccsc3n2)nc2ccccc21 | 1% | 0% | 1% | -3.6% | 5% | 2% | -0.062 | -0.32 | 0.78 | -0.53 | 0.1% | -18%
C#CCNC(=O)C1=C[C@H](c2coc3ccccc3c2=O)C[C@H](OCCCCO)O1 | 0% | -12% | -15% | -3.3% | 1% | 4% | -0.11 | -0.29 | 0.31 | -0.31 | 0.1% | -17%
CCCCN(C(=O)Nc1ccc(OCC)cc1)C1CCN(C(C)=O)CC1 | 22% | 12% | 3% | 0.0% | -8% | 7% | 0.86 | -0.073 | 0.89 | -1.5 | -0.1% | -16%
NNC(=O)c1ccc(Cn2cc(Br)cn2)o1 | -3% | 22% | -6% | 3.2% | 2% | 7% | 0.7 | -0.27 | 0.23 | -0.41 | 0.0% | -12%
CCOC(=O)c1sc(NC(=O)CSC(=S)N2CCN(C)CC2)nc1C | -7% | 49% | -24% | 1.8% | -1% | -5% | 1.3 | -0.26 | 0.45 | -0.42 | 0.0% | -3%
Cc1ccc(C(=O)SC2=NCCS2)cc1 | 5% | 13% | 18% | -8.2% | 2% | 7% | -1.9 | -0.13 | -0.86 | 0.6 | 0.3% | -11%
O=S(=O)(Nc1cccc(S(=O)(=O)N2CCOCC2)c1)c1cccs1 | / | -30% | -14% | 6.3% | 1% | / | / | / | / | / | -0.2% | -30%
COc1ccc(S(=O)(=O)N(CCCN2CCOCC2)Cc2ccc(OC)c(OC)c2)cc1 | -5% | -7% | 8% | -2.7% | 0% | 2% | 0.85 | -0.34 | 0.54 | 0.38 | -0.2% | 7%
Cc1ccccc1NC(=S)NC(C)C(c1cccs1)N1CCOCC1 (stereo not drawn) | 5% | -29% | -2% | 1.3% | 11% | -3% | 0.13 | -0.23 | 1 | -0.48 | 0.6% | -5%
CCCc1cc(=O)[nH]c(SCC(=O)N(CC)C2CCS(=O)(=O)C2)n1 (stereo not drawn) | 11% | -9% | 14% | -5.1% | 0% | 3% | -0.88 | -0.25 | -0.23 | 0.092 | 0.3% | 7%
CCOc1cccc(OCCCCn2cnc3ccccc3c2=O)c1 | -3% | -19% | 8% | -4.5% | 16% | -1% | -0.22 | -0.35 | -0.046 | 0.51 | 0.2% | 14%
CCN(Cc1nc(-c2ccccc2)no1)C(=O)c1ccco1 | / | 37% | 6% | -0.3% | 12% | / | / | / | / | / | 2.0% | -13%
Clc1ccccc1Cc1noc(CN2CCCCC2c2ccccn2)n1 (stereo not drawn) | 3% | 14%[20 µM] | -2% | / | 5% | 3% | -0.07 | -0.18 | -0.14 | -0.47 | 0.2% | -31%

As a working copy, some entries already given:
SMILES | P. falciparum M17LAP | KOR beta-arrestin-1 | NOD2 inhibition | KOR beta-arrestin-2 | AID2073 | P. falciparum M1AAP | Dynein cargo inh | Dynein cargo inh cytoplasmic EGFP | Dynein cargo inh nuclear GR-EGFP | Dynein cargo inh cell count | GPR55 beta-arrestin | NOD1 inhibition
C#CCNC(=O)C1=C[C@H](c2coc3ccccc3c2=O)C[C@H](OCCCCO)O1 | 0% | -12% | -15% | -3.3% | 1% | 4% | -0.11 | -0.29 | 0.31 | -0.31 | 0.1% | -17%
CCCCN(C(=O)Nc1ccc(OCC)cc1)C1CCN(C(C)=O)CC1 | 22% | 12% | 3% | 0.0% | -8% | 7% | 0.86 | -0.073 | 0.89 | -1.5 | -0.1% | -16%

Whole records from above. Screens in order: P. falciparum M17LAP | KOR beta-arrestin-1 | NOD2 inhibition | KOR beta-arrestin-2 | AID2073 | P. falciparum M1AAP | Dynein cargo inh | Dynein cargo inh cytoplasmic EGFP | Dynein cargo inh nuclear GR-EGFP | Dynein cargo inh cell count | GPR55 beta-arrestin | NOD1 inhibition
Profile of CCCCN(C(=O)Nc1ccc(OCC)cc1)C1CCN(C(C)=O)CC1 → 22% | 12% | 3% | 0.0% | -8% | 7% | 0.86 | -0.073 | 0.89 | -1.5 | -0.1% | -16%
Profile of O=S(=O)(Nc1cccc(S(=O)(=O)N2CCOCC2)c1)c1cccs1 → / | -30% | -14% | 6.3% | 1% | / | / | / | / | / | -0.2% | -30%
